Screens deposited in PubChem by several laboratories.
BoNT-F LC inh = inhibitors of Botulinum neurotoxin F light chain protease; Multiplex microsphere protease cleavage assay, flow cytometry; inhibition, % at 10 µM; actives 0.22% (n = 360,000); AID 588497; in the data active = inhibition above about 35%, passing the limit was not always enough; inconclusive = no clear call, values can overlap the other calls; note: plate controls were buffer without enzyme for full effect and enzyme alone for no effect
DUSP3 inh = inhibitors of human VHR1 phosphatase (DUSP3) | P51452 | recombinant VHR phosphatase, pNPP absorbance | inhibition, % at 13.3 µM | actives 0.52% (n = 290,000); in the data active = inhibition above about 50%; note: some compounds called inactive have numbers as strong as hits
Target sequence (P51452 whole entry, looked up): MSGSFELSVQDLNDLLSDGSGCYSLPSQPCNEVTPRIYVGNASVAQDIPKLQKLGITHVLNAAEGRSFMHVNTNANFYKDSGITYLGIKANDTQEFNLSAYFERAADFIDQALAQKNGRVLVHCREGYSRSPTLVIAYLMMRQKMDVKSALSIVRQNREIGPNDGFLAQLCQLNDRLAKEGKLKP
FBA Mtb inh = inhibitors of M. tuberculosis fructose-bisphosphate aldolase | AID 588726 | actives 2.3% (n = 360,000) | P9WQA3 | purified M. tuberculosis FBA, fluorescence read-out | inhibition, % at 1 µM; in the data active = inhibition above about 27%;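 note: 0% = vehicle and 100% = reference inhibitor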
Target sequence (P9WQA3 whole entry, looked up): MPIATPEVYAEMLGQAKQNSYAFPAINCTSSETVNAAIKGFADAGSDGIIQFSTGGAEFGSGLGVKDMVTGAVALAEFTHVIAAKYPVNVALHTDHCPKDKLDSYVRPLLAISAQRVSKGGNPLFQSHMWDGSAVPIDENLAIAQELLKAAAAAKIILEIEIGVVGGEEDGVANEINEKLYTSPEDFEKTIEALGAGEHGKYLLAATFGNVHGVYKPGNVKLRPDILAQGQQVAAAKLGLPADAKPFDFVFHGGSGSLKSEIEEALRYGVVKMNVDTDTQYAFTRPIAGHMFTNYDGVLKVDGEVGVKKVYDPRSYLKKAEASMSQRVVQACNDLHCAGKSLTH
FadD28 binding = blocks FadD28 binding to the bisubstrate probe; fluorescence polarization; inhibition, % at 12.5 µM; actives 0.22% (n = 360,000); AID 588549; in the data active = inhibition above about 8.5%, passing the limit was not always enough; inconclusive = no clear call, values can overlap the other calls
MazF activator = activators of E. coli MazEF toxin-antitoxin RNase. P0AE70. FAM/BHQ RNA-DNA oligo cleavage fluorescence, 5 h. activation, % at 20 µM. actives 0.32% (n = 350,000). AID 504720; in the data active = activation above about 50%
Target sequence (P0AE70 whole entry, looked up): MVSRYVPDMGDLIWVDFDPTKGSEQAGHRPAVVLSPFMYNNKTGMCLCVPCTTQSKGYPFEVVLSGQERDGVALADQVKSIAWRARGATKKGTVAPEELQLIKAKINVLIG
GDH-TPI counter = inhibits GDH-TPI coupling enzymes, artifact for Mtb FBA screen | actives 1.2% (n = 360,000) | inhibition, % at 4.8 µM | GDH-TPI coupled enzyme counterscreen, NADH absorbance;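 note: 0% = DMSO wells and 100% = wells lacking the enzyme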
Mtb UGM inh = Mtb UDP-galactopyranose mutase inhibition | P9WIQ1 | AID 504406 | actives 0.06% (n = 320,000) | purified UGM, fluorescence polarization probe displacement | inhibition, % at 10 µM; in the data active = inhibition above about 10%, passing the limit was not always enough; inconclusive = no clear call, values can overlap the other calls
Target sequence (P9WIQ1 whole entry, looked up): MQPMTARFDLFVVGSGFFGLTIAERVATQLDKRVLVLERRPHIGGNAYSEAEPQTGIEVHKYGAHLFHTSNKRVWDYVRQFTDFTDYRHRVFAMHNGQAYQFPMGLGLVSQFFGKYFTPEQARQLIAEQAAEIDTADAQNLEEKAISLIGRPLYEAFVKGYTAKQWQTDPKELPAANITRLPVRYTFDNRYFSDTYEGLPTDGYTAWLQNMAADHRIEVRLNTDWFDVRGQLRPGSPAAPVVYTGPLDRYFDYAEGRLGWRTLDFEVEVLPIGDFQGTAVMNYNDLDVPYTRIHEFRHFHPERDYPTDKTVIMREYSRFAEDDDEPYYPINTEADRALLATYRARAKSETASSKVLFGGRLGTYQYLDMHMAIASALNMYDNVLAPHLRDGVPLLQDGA
Rv3671c inh = inhibits the M. tuberculosis serine protease Rv3671c. inhibition, % at 5.96 µM. actives 0.048% (n = 320,000). AID 2606; in the data active = inhibition above about 38%;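 note: extracellular domain of Rv3671c used as enzyme; 0% = enzyme with DMSO and 100% = no enzyme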
Mtb BioA inh = BioA (M. tuberculosis) enzyme inhibition; AID 602481; purified M. tuberculosis BioA enzyme, plate reader; actives 0.096% (n = 360,000); inhibition, % at 9.99 µM; in the data active = inhibition above about 40%; inconclusive = no clear call, values can overlap the other calls
CCHF vOTU inh = blocks the CCHF virus ovarian tumor domain protease; CCHFV vOTU protease, Pep-AMC fluorescence; actives 0.55% (n = 370,000); AID 651958; inhibition, % at 11.5 µM; note: 0% = vehicle wells with enzyme and 100% = no enzyme wells
The depositor's hits bear a star; u = inconclusive; x = no result given; & = joins results of further samples. Cut-off read from the data, not from the text of the source, unless noted: active = inhibition above about 30%; inactive = the rest.

SMILES	BoNT-F LC inh	DUSP3 inh	FBA Mtb inh	FadD28 binding	MazF activator	GDH-TPI counter	Mtb UGM inh	Rv3671c inh	Mtb BioA inh	CCHF vOTU inh
CCc1ccc(N(CC(=O)NCc2ccc3c(c2)OCO3)C(=O)c2csnn2)cc1	-2	53*	2	0.9	-8	-6	-0.5	2	-2.8	6
Cc1cccc(OCC(=O)Nc2ccncc2)c1C	28	36	-1	0.4	5	-10	1.5	-5	0.6	4
CC(=O)Nc1ccc(S(=O)(=O)Nc2nccc(C)n2)cc1	-25	-10	2	-0.9	-26	-2	0.9	0	1.1	8
COc1ccc(S(=O)(=O)N2CCCCCC2)cc1C(=O)Nc1ccc(C(=O)N(C)C)cc1	x	x	2	2.0	1	0	x	x	4.8	-7
Cn1c(=O)[nH]c(=O)c2c1nc(NC1CCCC1)n2Cc1ccccc1	2	-6	-3	-1.5	6	-13	-0.9	1	0.2	8
O=C(CC1S/C(=N/N=C/c2cccs2)NC1=O)Nc1ccccc1F (stereo not drawn)	-9	20	4	-2.0	0	33*	-2.9	-3	x	-2
CN(CC(=O)Nc1ccccc1Cl)C(=O)COC(=O)c1ccc(Cl)nc1	4	x	0	-0.4	0	-1	-1.9	-4	0.9	8
COc1cc(C2=NOC(C(=O)N3CCN(c4ccc(F)cc4)CC3)C2)cc(OC)c1OC (stereo not drawn)	-2	27	1	-0.6	-2	4	-2.3	0	1.4	5
CCc1ccccc1N(C(=O)CNC(=O)c1ccco1)C(C(=O)NC1CCCC1)c1cccnc1 (stereo not drawn)	13	-26	1	-1.8	2	20	1.0	1	-0.3	4
CC(=C\c1ccccc1)/C=C1/SC(=S)N(C(C(=O)O)C(C)C)C1=O (stereo not drawn)	-7	4	-3	-3.9	2	11	x	x	x	32*
COc1ccc(C=C2c3ccccc3C(=O)c3ccccc32)c(OC)c1	u	25	-7	-2.1	x	9	2.8	0	x	1
Cc1ccc(-c2nnn(CC(=O)N(c3ccc4c(c3)OCCO4)C(C(=O)NCC3CCCO3)c3ccc(F)cc3)n2)o1 (stereo not drawn)	-9	26	4	-2.0	-1	4	-0.7	9	x	-3
c1ccc(-c2noc(C3CCCCC3)n2)nc1	-3	-8	-9	-3.4	-1	-13	-1.5	-6	2.3	7
COc1cccc(C2CC(c3ccccc3Cl)n3ncnc3N2)c1 (stereo not drawn)	5	4	3	-1.7	-6	-5	-4.3	4	3.7	2
O=C(Nc1cccc(OCC(=O)N2CCOCC2)c1)c1ccc(C(F)(F)F)cc1	-16	22	0	0.5	7	-3	2.8	7	0.8	0
Cc1[nH]n(-c2ccccc2)c(=O)c1/C=N/c1nn[nH]n1	2	11	-1	-0.4	4	-3	-0.1	-35	x	-6
Cc1ccc(S(=O)(=O)N2CCOCC2)cc1NC(=O)COC(=O)COc1cccc2c1OC(C)(C)C2	2	x	1	-2.4	0	-5	-2.2	-3	-0.2	6
CN1CCN(c2nc3nonc3nc2N2CCN(C)CC2)CC1	-3	29	0	-3.0	-12	25	4.0	6	-1.2	0
COc1cccc(C(O)c2nc(-c3ccccc3)cs2)c1 (stereo not drawn)	0	x	1	0.0	x	-9	x	x	-0.1	18
Cc1ccc(S(=O)(=O)C(C#N)c2nc3ccccc3nc2N2CC(C)OC(C)C2)cc1C (stereo not drawn)	-4	13	8	0.8	1	8	5.3	5	-6.6	5
COc1cc2c(cc1OC)[C@H]1C(=O)c3ccc4c(c3O[C@H]1CO2)C[C@@H](C(C)(C)O)O4	0	x	3	1.5	1	9	0.0	-2	0.5	8
CCc1cccc(NC(=O)CCc2nc(-c3cccs3)no2)c1	-9	-2	-1	-3.0	10	-4	2.0	-10	-3.2	-2
Cc1cc(C)n2nc(C(=O)OCC(=O)Nc3ccc4c(c3)OCCO4)nc2n1	-3	x	2	-2.5	9	1	-0.3	-8	2.0	1
COc1ccc(S(=O)(=O)Nc2ccncc2)c(C)c1C	-6	23	1	-0.1	4	-1	0.6	11	-0.8	3
CCOC(=O)N1CCN(C(=O)C2c3cc(OC)c(OC)cc3C(=O)N3CCc4ccccc4C23)CC1 (stereo not drawn)	-8	6	1	-0.5	-1	4	-0.6	2	-1.3	7

Record cards, as listed above. Screens in order: BoNT-F LC inh | DUSP3 inh | FBA Mtb inh | FadD28 binding | MazF activator | GDH-TPI counter | Mtb UGM inh | Rv3671c inh | Mtb BioA inh | CCHF vOTU inh
O=C(CC1S/C(=N/N=C/c2cccs2)NC1=O)Nc1ccccc1F (stereo not drawn) in the list: -9 | 20 | 4 | -2.0 | 0 | 33* | -2.9 | -3 | x | -2
Cc1ccc(S(=O)(=O)N2CCOCC2)cc1NC(=O)COC(=O)COc1cccc2c1OC(C)(C)C2 in the list: 2 | x | 1 | -2.4 | 0 | -5 | -2.2 | -3 | -0.2 | 6
COc1cc(C2=NOC(C(=O)N3CCN(c4ccc(F)cc4)CC3)C2)cc(OC)c1OC (stereo not drawn) in the list: -2 | 27 | 1 | -0.6 | -2 | 4 | -2.3 | 0 | 1.4 | 5
COc1ccc(S(=O)(=O)N2CCCCCC2)cc1C(=O)Nc1ccc(C(=O)N(C)C)cc1 in the list: x | x | 2 | 2.0 | 1 | 0 | x | x | 4.8 | -7
COc1cc2c(cc1OC)[C@H]1C(=O)c3ccc4c(c3O[C@H]1CO2)C[C@@H](C(C)(C)O)O4 in the list: 0 | x | 3 | 1.5 | 1 | 9 | 0.0 | -2 | 0.5 | 8

Other compounds follow.
SMILES	BoNT-F LC inh	DUSP3 inh	FBA Mtb inh	FadD28 binding	MazF activator	GDH-TPI counter	Mtb UGM inh	Rv3671c inh	Mtb BioA inh	CCHF vOTU inh
CCCc1cc(=O)oc2cc(OCc3ccc(C(=O)O)cc3)ccc12	u	-10	48*	-4.5	3	13	6.9	-1	-0.4	-25
COc1ccc(CCNc2cc(N3CCN(C(=O)c4ccccc4OC)CC3)ccc2[N+](=O)[O-])cc1OC	-6	x	-2	-2.9	5	4	-2.1	2	-0.9	-7
COc1cc(NC(=S)NC(=O)c2ccco2)ccc1NC(=O)C(C)C	-6	1	-1	-3.9	6	-2	-2.3	-3	x	4
O=C(NCC1CCCO1)c1cccc(S(=O)(=O)N2CCOCC2)c1 (stereo not drawn)	-11	6	-2	-2.5	0	-4	-1.8	8	0.2	23
CN(C)C(=N)c1n[nH]nc1SCc1ccc(Cl)c(Cl)c1	-4	3	2	-4.1	-3	-4	1.9	0	-1.6	-6
Cc1cccc(/C=N/NC(=O)c2cccc(Cl)c2)n1	-10	5	-1	0.2	7	9	0.3	0	x	9
CCCCCC(=O)N1C[C@H](n2cc(C3CC3)nn2)[C@@H](O)C[C@@H]1c1ccc(C)cc1	-11	x	-2	0.3	4	3	x	x	1.0	-2
COCCN1C(=O)C(=O)/C(=C(/O)c2ccc(S(=O)(=O)N3CCOCC3)cc2)C1c1cccc(OC)c1 (stereo not drawn)	-3	13	1	1.8	2	-3	-1.7	3	-0.7	8
CCc1cc(CNC(=O)C2CCC(=O)N(CCc3cccc(F)c3)C2)on1 (stereo not drawn)	10	0	-2	-1.2	0	-8	x	x	-0.6	-2
O=C(O)c1cnn2c(C(F)F)cc(C(F)F)nc12	14	31	0	2.5	3	14	-0.9	-1	-3.7	23
CCOC1OC(=O)C(Cl)=C1Nc1ccc(C)cc1 (stereo not drawn)	2	-3	3	-0.9	2	12	0.1	-4	8.2	1
CCCc1nnc(NC(=O)c2ccc(N3C(=O)C4C5C=CC(C5)C4C3=O)cc2)s1 (stereo not drawn)	6	-7	-3	-3.7	1	-7	2.9	-2	-0.7	-9
Oc1cccc(NC(=S)Nc2ccccc2)c1	-23	19	1	-3.1	14	-6	0.2	-1	-1.3	17
CCN(CC)c1c([N+](=O)[O-])c(=O)n(CC)c2ccccc12	1	25	3	-5.6	3	8	0.0	-4	1.3	4
O=C(O)C1CN(c2ncccc2[N+](=O)[O-])C1	1	17	-6	0.2	3	4	0.7	1	-0.1	-5
COc1ccc(NS(=O)(=O)c2ccc(C(=O)NCC3(N4CCOCC4)CCCCC3)cc2)cc1	-5	x	1	-1.6	7	6	-3.3	-7	x	10
O=C(N/C(=C/c1ccc(Cl)cc1)C(=O)N1CCCCC1)c1ccco1	-8	31	4	-1.1	-2	11	-0.9	4	2.5	21
O=C(NNC(=O)C1CCN(c2ncccn2)CC1)c1ccc(Cl)cc1	1	8	3	0.1	4	0	-0.7	10	x	-2
COC(=O)C1(Cc2ccccc2)NC(c2ccccc2C)C2C(=O)N(c3ccc4c(c3)OCO4)C(=O)C21 (stereo not drawn)	2	20	0	-3.5	-12	-3	-1.1	6	-2.1	-2
Cc1c(C(=O)Nc2cccc(Cl)c2)cn2c(nc3ccccc32)c1C#N	-1	-13	0	-1.5	22	4	0.2	-12	-1.7	-9
CCc1ccc(NC(=O)N(CCCN2CCOCC2)Cc2cccs2)cc1	2	29	0	0.4	-1	-16	-0.1	5	1.4	-2
Cc1cccc2sc(NC(=O)CCNS(=O)(=O)c3cccc4nonc34)nc12	10	11	-1	-0.5	-9	9	-2.5	-5	-0.9	7
CC(=O)c1ccccc1NC(=O)COC(=O)C1CCCN1S(=O)(=O)c1ccccc1F (stereo not drawn)	-2	x	-3	x	2	11	-1.8	-2	5.3	5
COc1ccc(NC(=O)N2CCCC2C(=O)NCc2cccs2)cc1 (stereo not drawn)	-2	26	-2	-2.9	4	-12	0.8	2	0.4	7
COc1cc2c(c(OC)c1OC)C(c1ccc(O)cc1)CC(=O)O2 (stereo not drawn)	-9	x	-2	-1.1	1	8	x	x	2.9	10
SMILES	BoNT-F LC inh	DUSP3 inh	FBA Mtb inh	FadD28 binding	MazF activator	GDH-TPI counter	Mtb UGM inh	Rv3671c inh	Mtb BioA inh	CCHF vOTU inh
O=c1c(-c2ccccc2)c(O)cc(-c2ccncc2)n1-c1ccc(Cl)cc1	1	9	1	-0.1	8	9	-2.6	-20	1.2	-5
Cc1ccc(C(=O)NN2CCOCC2)cc1[N+](=O)[O-]	-3	-10	0	0.0	7	-1	2.0	0	1.7	3
Oc1ccccc1C1=Nc2ncnn2C(c2ccc(F)cc2)C1 (stereo not drawn)	-5	29	0	-2.0	11	7	0.2	-7	x	20
COCCN(Cc1cc2c(C)cc(C)cc2nc1Cl)C(=O)c1ccccc1F	-5	14	1	-4.1	1	-17	-0.6	6	x	9
CN1CCN(NC(=O)c2ccc(F)cc2)CC1	0	21	7	-1.2	4	-1	1.5	-9	-0.3	13
C[C@@H]1CN([C@@H](C)CO)C(=O)CCCn2nncc2CO[C@@H]1CN(C)C(=O)NC1CCCCC1	-2	x	2	-2.2	7	4	x	x	-1.1&-1.0&-2.2	-7
COc1ccc(CN(CC(O)COCc2ccccc2)S(=O)(=O)c2ccccc2Br)cc1 (stereo not drawn)	-2	x	7	-2.2	3	16	x	x	-1.4	9
O=C(Nc1ccon1)c1ccc(Br)s1	1	2	1	-2.6	-1	0	-2.6	-3	-1.1	-9
Cc1ccc2c(c1)c1c3n2CCN(CCC(=O)O)C3CCC1 (stereo not drawn)	1	-4	8	1.1	2	9	0.8	-3	-0.2	1
Cn1c(SCc2cccc(Br)c2)nc2c1c(=O)[nH]c(=O)n2C	u	18	0	-5.5	21	7	0.1	8	-1.0	11
Cc1ccc(S(=O)(=O)NCC2CCC(C(=O)NCc3ccccn3)CC2)cc1 (stereo not drawn)	1	12	1	-1.8	1	0	0.1	-2	-1.1	-2
CC(=O)N[C@@H](CC(=O)O)C(=O)O	0	x	4	0.5	2	17	2.5	-6	-2.6	1
CSc1ccc(CN(C)CC(=O)Nc2ccccc2C(=O)NC2CC2)cc1	-4	x	0	-1.6	1	-8	-0.3	-4	0.2	-5
CN(CCc1ccccn1)C(=O)CCC1CCCN(C(=O)CN2CCCCCC2)C1 (stereo not drawn)	-8	13	-2	-5.9	11	-6	1.3	1	-2.2	-13
CC1SC(c2cccc(Cl)c2)NC1=O (stereo not drawn)	-2	13	1	-4.0	4	-7	-0.3	-3	-0.1	-5
Cc1nnc(SCC(=O)c2ccc([N+](=O)[O-])cc2)s1	-2	-6	-5	-4.0	12	2	-0.8	2	x	6
Cc1cc2cccc(C)c2nc1SCC(=O)NCC1CCCO1 (stereo not drawn)	-3	24	-2	-2.8	4	5	-0.4	1	0.7	6
O=C(OCCCN=C1NS(=O)(=O)c2ccccc21)c1ccccc1F	4	23	-2	1.3	3	-5	1.2	-3	6.4	6
